Lipid storage S3: qHTS Assay for Lipid Storage Modulators in Drosophila S3 Cells; Potency in µM for hits, for the others lipid storage change, negative = inhibition, % at the top dose, mostly 46.1 µM; Drosophila S3 cells, BODIPY lipid droplet fluorescence, 18-24 h; cells fed with added oleic acid; hit rate 0.64% among 320,000; active = well fitted inhibition curve with a large enough effect in the signal ratio, with a control signal flat, not every such curve was filed as active; inconclusive = small, poorly fitted or top-dose-only effect, or effect the other way, or a change in a side signal; the % refers to the signal ratio
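Drosophila S3 cells got compounds at several concentrations plus oleic acid (400 uM solution). Laser-scanning cytometry with 488 nm excitation read lipid droplets at 500-530 nm and cells at 575-640 nm. Percent activity was relative to 20 uM Triacsin C.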
Lipid storage S3 cell count max: recorded beside Lipid storage S3, whose call it bears; cell number change, %; measured here: cell count max response;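 cells counted by Cell Tracker Red CMTPX staining in the red channel; peak over a dose series mostly up to 46.1 µM; percent activity relative to internal control wells on each plate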
Active calls of the source: *; i = inactive; u = inconclusive; x = not tested or not shown. % is set by controls: 0 for no effect and ±100 for the full control effect; potency is the fitted concentration of half-maximal effect. These rows are one share of the data. The share of hits here may be higher or lower than overall.

Start of the data: the first two entries as a preview:
SMILES	Lipid storage S3	Lipid storage S3 cell count max
CC1CCCC(NC(=O)COC(=O)c2cccnc2Cl)C1C (centres undefined)	u	x
CCOc1ccc2nc(NC(=O)Cn3cnc4c3c(=O)n(C)c(=O)n4C)sc2c1	u	x

The whole of this part, from the start:
SMILES	Lipid storage S3	Lipid storage S3 cell count max
CC1CCCC(NC(=O)COC(=O)c2cccnc2Cl)C1C (centres undefined)	u	x
CCOc1ccc2nc(NC(=O)Cn3cnc4c3c(=O)n(C)c(=O)n4C)sc2c1	u	x
COCC(=O)Nc1sc2c(c1C(=O)OC)C(C(=O)OC)CC2 (centres undefined)	i	x
C=CCc1cc(/C=N/NC(=O)CSc2nnc(CCCc3ccc(OC)cc3)o2)cc(OC)c1O	u	x
CCn1c(SCC(=O)c2ccc(CNC(C)=O)o2)nnc1-c1cccs1	-5%	-2
Cc1nnc(SCC(=O)Nc2ccc(Cl)cn2)n1Cc1ccccc1	u	x
Cc1cccc(N(CC(=O)N2CCCC2)S(=O)(=O)c2ccccc2)c1C	9%	0
CC(/C=C/c1ccco1)=N\NC(=O)CNc1ccc2ccccc2c1	16%	6
COCCNC(=O)Cn1nc(C(F)(F)F)cc1C	u	x
O=C(CNS(=O)(=O)c1ccc(Br)cc1Cl)OCC(=O)c1ccc[nH]1	11%	-15
CCN(c1ccccc1)S(=O)(=O)c1ccc(Cl)c(NC(=O)COC(=O)c2ccc[nH]c2=O)c1	u	x
CNC(=O)C1=C(C)Nc2nc3ccccc3n2C1c1ccc(F)cc1 (centres undefined)	u	x
COc1ccc(C(=O)CCNc2cccc(Cl)c2)cc1	-2%	0
CC(=O)Nc1ccc(S(=O)(=O)NC2(C(F)(F)F)C(=O)NC(C)=C2C#N)cc1 (centres undefined)	5%	3
Cc1ccc(C(O)c2ccncc2)cc1 (centres undefined)	u	x

Looked up by compound from the entries so far (2):
SMILES	Lipid storage S3	Lipid storage S3 cell count max
CCN(c1ccccc1)S(=O)(=O)c1ccc(Cl)c(NC(=O)COC(=O)c2ccc[nH]c2=O)c1	u	x
CC(/C=C/c1ccco1)=N\NC(=O)CNc1ccc2ccccc2c1	16%	6

The results go on.
SMILES	Lipid storage S3	Lipid storage S3 cell count max
CCC(C)(C(=O)NC1CCCCC1)N(CC1CCCO1)C(=O)c1ccccn1 (centres undefined)	u	x
O=C1COc2ccc(S(=O)(=O)N3CCN(c4cccc(Cl)c4)CC3)cc2N1	8%	0
CCCCCNC(=O)c1cn(CC)c2cc(N3CCN(C)CC3)c(F)cc2c1=O	-12%	-2
COc1ccc(Cl)cc1NC(=O)/C=C/C(=O)O	-14%	6
FC(F)(F)c1cc(Cl)c2nnc(C(F)(F)Cl)n2c1	u	x
Cc1nn(C)c(C)c1/C=N/NC(=O)c1csc2ccccc12	i	x
O=C(COC(=O)c1ccccn1)NC(=O)c1ccccc1	u	x
CC1(C)CC(=O)C2=C(C1)N(Cc1ccco1)C(=O)C2(NC(=O)C1CCCCC1)C(F)(F)F (centres undefined)	u	x
O=C(/C=C1\SC(=O)NC1=O)Nc1ccc(F)cc1	u	x
Cc1ccc(-c2nn(Cc3ccccc3)cc2/C=C/C(=O)O)cc1C	u	x
O=C(Cn1c2ccc(F)cc2c2nc3n(c(=O)c21)CCS3)Nc1ccccc1F	u	x
O=C(Nc1nnc(-c2ccncc2)o1)c1ccc(Br)s1	u	x
Cc1ccc(SCCC(=O)Nc2cccnc2)cc1	4%	23
COc1ccccc1/C=N/NC(=O)c1ccc(Cn2nc([N+](=O)[O-])cc2C)cc1	u	x
COc1ccc(CCNS(=O)(=O)c2cn(C)nc2C)cc1OC	17%	-15
Cc1ccc(C)c(NC(=S)NNC(=O)c2csc(C(C)C)c2)c1	u	x
CCNc1nc(OC)nc(Oc2ccc(=O)n(-c3ccccc3)n2)n1	u	x
CCN1CCN(C(=O)C(C)Nc2ccc(OC)cc2OC)CC1 (centres undefined)	u	x
O=C1C2C3C=CC(C2C(=O)N1C1CCCCC1)C1C(=O)N(C2CCCCC2)C(=O)C31 (centres undefined)	u	x
O=C(Nc1ccncc1)c1ccc(NS(=O)(=O)c2ccc3[nH]c(=O)[nH]c3c2)cc1	i	30
CCOc1ccc(C(=O)Nc2cccc(-n3cnnn3)c2)cc1OCC	u	x
Cc1cc2[nH]cnc2c([N+](=O)[O-])c1C	u	x
CN(Cc1ccc(Cl)cc1)C(=O)c1ccc(S(=O)(=O)NCc2ccco2)cc1	-44%	-3
Cc1ccc(C)c(SCC(=O)NC(=O)NC2CCCC2)c1	-19%	-21
O=C(c1cccc(Cl)c1)c1nn(-c2ccccc2)c(=O)cc1C(F)(F)F	25%	-2
COc1cc(CCC(=O)OCC(=O)Nc2ccc(Br)cc2F)cc(OC)c1OC	i	-7
CCOC(=O)CCSc1nc(C)c2cc(C)c(C)cc2n1	4%	-4
CCn1c(-c2ccc([N+](=O)[O-])cc2)n[nH]c1=S	4%	6
CCN(CC)CCN(C(=O)c1ccc(N2C(=O)CCC2=O)cc1)c1nc2cc3c(cc2s1)OCO3	u	x
COc1ccc(NCCc2ccccn2)cc1	u	x
O=C(Nc1ccc(C(=O)N2CCCCC2)cc1)Nc1cccc(Cl)c1	13µM*	x
COC(=O)C1=C(C)N(Cc2ccccc2)C(=S)N[C@H]1c1ccc(Br)cc1	-14%	-9
Cc1onc(-c2ccccc2)c1NC(=O)N(CCC(=O)O)Cc1ccccc1	12%	6
C#CCOCCOCCOCCNc1nc(N2CCN(C(=O)CCCCCCCCCCNC(=O)[C@H](CO)n3cc(CCCSC)nn3)CC2)nc(N2CCN(C(=O)CCCCCCCCCCNC(=O)[C@@H]([C@H](C)O)n3cc(C)nn3)CC2)n1	u	x
COc1ccc(NC(=S)N2C3CCC2CC(NC(=O)NC24CC5CC(CC(C5)C2)C4)C3)c(OC)c1 (centres undefined)	u	x
C[C@@H](NC(=O)[C@@H]1Cc2ccccc2CN1)C(=O)NC1CCCCC1	i	-7
Cn1nnc2cc(NC(=O)Nc3cccc(C(F)(F)F)c3)ccc21	u	x
CCN(CC)c1ccc(C(=O)N/N=C(\C)c2ccc(OC)c(OC)c2)cc1	0%	3
Cc1cccc2c1-c1sc(C(=O)Nc3cccc([N+](=O)[O-])c3C)cc1CO2	-7%	2
O=C(O)c1ccc(Nc2nc(-c3cc4ccccc4oc3=O)cs2)cc1O	u	x
Cc1cccc(NC(=O)Cn2ccn(-c3ccc4c(c3)OCCO4)c(=O)c2=O)c1	u	x
CC(=O)NNC(=O)CC(=O)Nc1nc(C23CC4CC(CC(C4)C2)C3)cs1	u	x
CC(C)(C)NC(=O)CSc1nccn1Cc1ccccc1	-7%	5
O=C(NCc1ccc(Cl)cc1)C1CCCN(c2ncnc3c2nc2n3CCCCC2)C1 (centres undefined)	i	19
CC(C)c1ccc(N(C(=O)c2csnn2)C(C(=O)NC(C)(C)C)c2cccnc2)cc1 (centres undefined)	u	x
COc1ccc(CC(=O)NC(C)CCc2ccccc2)cc1OC (centres undefined)	u	x
CN(C)S(=O)(=O)c1ccc(NC(=O)c2ccccn2)cc1	u	x
COc1cccc(N(CC(=O)Nc2cccnc2)S(C)(=O)=O)c1	2%	2
CCc1ccc(NC(=O)CSc2ccc(-c3ccco3)nn2)cc1	1%	-1
Cc1c(OCC(=O)N(C)C)ccc2c(-c3ccccc3)cc(=O)oc12	-7%	19
CC(C)(C)c1ccc(C(=O)N2CCC(=O)N(C(CO)Cc3ccccc3)CC2)cc1 (centres undefined)	u	x
CCCNCc1cc(Br)ccc1OCC(=O)NCCc1ccccc1	u	x
CC(Nc1ccc(Cl)cc1)c1cc(Cl)ccc1O (centres undefined)	u	x
Cc1c(/C=N/NC(=O)c2ccccc2O)c2ccccn2c1C(=O)c1ccc(F)cc1	u	x
O=C(O)c1ccccc1-c1ccccc1C(=O)Nc1ccc2c(c1)[nH]c(=O)c1ccccc12	u	x
O=C(Nc1cnccn1)C1c2ccccc2Oc2ccccc21	-9%	8
CCOC(=O)c1sc(NC(=O)CSc2nc(-c3ccco3)cc(C(F)(F)F)n2)c(C(=O)OC)c1C	-5%	0
CCc1ccccc1NC(=O)c1ccc2snnc2c1	u	x
O=C(Nc1nccs1)C1CCCN(S(=O)(=O)c2cccnc2)C1 (centres undefined)	7%	-1
COc1cccc(CNS(=O)(=O)c2cc(-c3cc(C)no3)ccc2C(C)C)c1	-24%	8

Ordered by value in Lipid storage S3 cell count max (lowest first): 6 from the list above.
SMILES	Lipid storage S3	Lipid storage S3 cell count max
COc1cc(CCC(=O)OCC(=O)Nc2ccc(Br)cc2F)cc(OC)c1OC	i	-7
CCn1c(SCC(=O)c2ccc(CNC(C)=O)o2)nnc1-c1cccs1	-5%	-2
Cc1cccc(N(CC(=O)N2CCCC2)S(=O)(=O)c2ccccc2)c1C	9%	0
CC(/C=C/c1ccco1)=N\NC(=O)CNc1ccc2ccccc2c1	16%	6
COc1cccc(CNS(=O)(=O)c2cc(-c3cc(C)no3)ccc2C(C)C)c1	-24%	8
O=C(Nc1ccncc1)c1ccc(NS(=O)(=O)c2ccc3[nH]c(=O)[nH]c3c2)cc1	i	30

The list goes on:
SMILES	Lipid storage S3	Lipid storage S3 cell count max
O=C(CSc1nncn1-c1cccnc1)N1CCOCC1	12%	-4
CCCS(=O)(=O)N1CCC(C(=O)NCC2CCCO2)CC1 (centres undefined)	i	x
O=C(COc1cccc2cccnc12)N/N=C1\SCC(=O)N1CCc1ccccc1	3%	11
COc1ccc(NC(=O)c2c(Cl)cnn2C)c(C)c1	3%	-5
O=C(c1cc(Br)ccc1O)N1CCN(S(=O)(=O)Cc2ccccc2)CC1	u	x
O=C(COC(=O)c1ccc(S(=O)(=O)NCc2ccco2)cc1)NCC1CCCCC1	26µM*	-12*
O=C1CCC(c2ccccc2)N1C(=O)c1cccnc1 (centres undefined)	3%	-11
Cc1ccc(C(=O)CCC(=O)OCC(=O)N(C)c2c(N)n(Cc3ccccc3)c(=O)[nH]c2=O)cc1	-9%	2
CC(=O)N(c1ccccc1)c1c(F)c(F)c(F)c(F)c1F	u	x
COc1ccc(C(=O)N(CC2CCCO2)C(C(=O)NC2CCCC2)c2ccc(C)cc2)cc1OC (centres undefined)	i	x
CN(C(=S)Nc1ccc(SC(F)F)cc1)c1ccc(O)cc1	-14%	-3
COc1ccc(/C(C)=N/NC(=O)CNC(=O)COc2ccccc2)c(OC)c1	16%	2
COc1ccc2nc(Nc3nc(C)c(C(C)=O)s3)sc2c1	u	x
CCN(CC)c1ccc(Nc2nc(Cl)ncc2Br)cc1	8%	12
Cc1ccc(NC(=O)C2CCCN2C(=O)c2cccs2)cc1C (centres undefined)	u	x
COc1ccc(Cl)cc1-c1nc(SCC(=O)NCCN2C(=O)CSC2=O)n[nH]1	u	x
COC(=O)N/C(C)=C1/NC(=O)c2ccccc2C(c2ccccc2)N1 (centres undefined)	13%	-12
CCNc1cccc2c1C(=O)N(C)C2=O	u	x
CCn1cc(C(=O)NCc2ccc3c(c2)OCO3)c2cc(OC)c(OC)cc2c1=O	-6%	-15
Cn1cc(S(=O)(=O)N2CCC(Cc3ccccc3)CC2)c(=O)n(C)c1=O	u	x
O=c1oc2cc(O)c(Cl)cc2c2ccccc12	18%	15
NCCCn1cnc2ccccc21	-8%	-4
CC(CCO)Nc1nc2c([nH]1)c(=O)n(C)c(=O)n2C (centres undefined)	u	x
c1cncc(-c2nc(NCc3ccco3)c3ccccc3n2)c1	u	x
O=[N+]([O-])c1ccc(/C=C/C2=NN(c3ccccc3)C(c3ccco3)C2)o1 (centres undefined)	u	x
CCC(C)(C(=O)NC1CCCCC1)N(Cc1ccco1)C(=O)c1ccccn1 (centres undefined)	19%	21
O=C(Cn1cc([N+](=O)[O-])cn1)Nc1nc2ccccc2s1	i	x
Cc1ccccc1C(=O)N1CCN(c2nc(N3CCOCC3)nc(N3CCOCC3)n2)CC1	i	x
O=C(Nc1ccc(Oc2ccccc2)cc1)N[C@@H](Cc1ccccc1)C(=O)O	i	15
CN(C)c1nc(SCCOC(=O)COc2ccc(Cl)cc2Cl)nc(N(C)C)n1	u	x
COc1cc(C(=O)NCCC(=O)NCc2c(F)cc(F)cc2F)cc(OC)c1OC	u	x
CN1CCN(c2nc(-c3ccc(Cl)cc3)cc(=O)[nH]2)CC1	10%	-6
COc1ccc(CC(=O)NC2CCS(=O)(=O)C2)cc1 (centres undefined)	u	x
CC1=CC(=C(C#N)c2nc3ccccc3s2)C=C(C)N1c1ccc(F)cc1	10%	8
CC1(C)SC(=S)N(/N=C/c2ccc(O)cc2)C1N(O)C(=O)Nc1ccc([N+](=O)[O-])cc1 (centres undefined)	u	x
O=C(c1cccs1)N1CCC(c2nc3c(nnn3Cc3cccc(Cl)c3)c(=O)[nH]2)CC1	i	-5
COc1ccc2c3c(c(=O)oc2c1OCC(N)=O)CCCC3	11%	4
COc1ccc(Nc2nc(-c3ccccc3O)nc3ccccc23)cc1	1%	-9
COc1ccccc1CN1CCNC(=O)C1CC(=O)NCc1csc(C)n1 (centres undefined)	7%	12
CC(NC(=O)COc1ccc(/C=N/NC(=O)C(=O)Nc2ccccc2Br)cc1)c1ccccc1 (centres undefined)	u	x
Cc1sc(NC(=O)C2=COCCO2)c(C#N)c1C	u	x

From PubChem BioAssay
